CXCR6 inh – inhibitors of human CXCR6 receptor; O00574; actives 0.36% (n = 360,000); CHO-K1 PathHunter CXCR6 beta-arrestin, luminescence; inhibition, % at 20 µM; in the data active = inhibition above about 34%, passing the limit was not always enough;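 also: antagonist mode with CXCL16 agonist at 10 nM final; 0% = 10 nM CXCL16 with DMSO and 100% = unstimulated wells without agonist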
EBI2 antag – antagonists of human EBI2 receptor; EBI2 beta-arrestin recruitment, luminescence, 7a,25-OHC stimulated; actives 0.81% (n = 360,000); inhibition, % at 5 µM; P32249; AID 651636; in the data active = inhibition above about 38%;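 also: enzyme fragment complementation signal reports receptor beta-arrestin coupling in cells; 0% = agonist plus DMSO wells and 100% = wells without agonist; some results beyond the cut were filed as inactive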
Gli-Sufu block – blocks Gli-Sufu signaling in a luciferase reporter | actives 0.74% (n = 340,000) | Sufu-KO-LIGHT fibroblasts, Gli luciferase reporter luminescence | AID 588413 | inhibition, % at 5 µM;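 active = inhibition above about 55%, limit read from the data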;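 also: 0% = DMSO-treated cells and 100% = wells with medium but no cells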
APJ antag – APJ receptor antagonism; P35414; CHO-K1 APJ beta-arrestin complementation, luminescence; inhibition, % at 20 µM; actives 0.32% (n = 330,000); AID 2521;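 active = inhibition above about 40% at 20 µM, limit read from the data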;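 also: cells challenged with 10 nM apelin-13 agonist together with compound; plate controls were apelin-13 plus DMSO wells for no effect and DMSO wells lacking apelin-13 for full effect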
UBC13 polyUb – blocks human UBC13 polyubiquitin chain formation; inhibition, % at 20 µM; P61088; actives 0.47% (n = 330,000); TR-FRET; in the data active = inhibition above about 45%, passing the limit was not always enough
Target sequence (P61088 whole entry, looked up): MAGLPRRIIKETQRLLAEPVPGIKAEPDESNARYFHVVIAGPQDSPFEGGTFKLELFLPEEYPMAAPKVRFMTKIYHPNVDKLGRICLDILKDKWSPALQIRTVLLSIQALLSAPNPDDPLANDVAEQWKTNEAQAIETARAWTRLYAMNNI
697 NFkB inh – lowers PMA/ionomycin-induced NF-kB signal in 697 B cells; inhibition, % at 4 µM; 697 B-cell NF-kB luciferase reporter, 16 h; actives 0.33% (n = 330,000); in the data active = inhibition above about 35%
Jurkat NFkB inh – lowers PMA/ionomycin-induced NF-kB signal in Jurkat cells. PMA/ionomycin-induced NF-kB luciferase reporter, luminescence. inhibition, % at 4 µM. AID 435003. actives 0.53% (n = 330,000); in the data active = inhibition above about 50%
CCR6 antagonist – CCR6 (human) receptor antagonism; CHO-K1 CCR6 PathHunter beta-arrestin, luminescence, CCL20-stimulated; inhibition, % at 20 µM; actives 0.49% (n = 340,000); AID 493098;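 active = compounds whose inhibition of the agonist-driven luminescence signal at 20 µM reaches about 50%, limit read from the data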;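 also: cells stimulated with CCL20 at 14 nM final; plate controls were DMSO with CCL20 for no effect and DMSO without agonist for full effect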
Active calls of the source: *; x = no result given.

SMILES	CXCR6 inh	EBI2 antag	Gli-Sufu block	APJ antag	UBC13 polyUb	697 NFkB inh	Jurkat NFkB inh	CCR6 antagonist
Cc1nn(C2CCOC(C)(C)C2)c2c1C(c1ccc3c(c1)OCO3)SCC(=O)N2 (configuration not stated)	-2	5	-1	-13	-1	7	-12	-5
O=P(C(c1c[nH]c2ccccc12)N1CCOCC1)(N1CCOCC1)N1CCOCC1 (configuration not stated)	-6	-12	1	2	-15	0	3	-4
O=C(COc1ccc(Cl)cc1Cl)N1CCN(C/C=C/c2ccccc2)CC1	-3	41	-10	-4	9	7	-1	2
O=[N+]([O-])c1ccc(CN2CC=C(c3ccccc3)CC2)cc1	-5	3	-9	-4	7	-11	8	15
Cc1cc(/C=C2/C(=O)NC(=O)N(c3ccc(Br)cc3)C2=O)c(C)n1C	0	9	2	13	-8	16	12	6
C#C[C@]1(O)CCC2C3CC=C4C[C@H](O)CC[C@]4(C)C3CC[C@@]21C (some centres not stated)	4	1	-11	x	x	x	x	8
CC(=NCc1ccco1)c1c(O)n(Cc2ccccc2)c(=O)[nH]c1=O	13	6	5	23	7	-34	-16	10
COC(=O)C1=C(c2ccc(OCc3ccccc3)cc2)C[C@@H]2CC[C@H]1N2C(=O)NCCN1CCOCC1	-7	-3	41	6	1	-17	-12	4
COC(=O)C1=C(c2ccc3ccccc3c2)C[C@@H]2CC[C@H]1N2C(=O)NCCCOC(C)C	6	6	9	5	-14	11	2	13
COc1cccc(OCC(=O)N2CCN(C)CC2)c1	4	-4	3	-9	-1	-15	-12	-2

A draw from above in order of formula weight, smallest number first:
SMILES	CXCR6 inh	EBI2 antag	Gli-Sufu block	APJ antag	UBC13 polyUb	697 NFkB inh	Jurkat NFkB inh	CCR6 antagonist
COc1cccc(OCC(=O)N2CCN(C)CC2)c1	4	-4	3	-9	-1	-15	-12	-2
O=[N+]([O-])c1ccc(CN2CC=C(c3ccccc3)CC2)cc1	-5	3	-9	-4	7	-11	8	15
Cc1cc(/C=C2/C(=O)NC(=O)N(c3ccc(Br)cc3)C2=O)c(C)n1C	0	9	2	13	-8	16	12	6
O=C(COc1ccc(Cl)cc1Cl)N1CCN(C/C=C/c2ccccc2)CC1	-3	41	-10	-4	9	7	-1	2
O=P(C(c1c[nH]c2ccccc12)N1CCOCC1)(N1CCOCC1)N1CCOCC1 (configuration not stated)	-6	-12	1	2	-15	0	3	-4
COC(=O)C1=C(c2ccc3ccccc3c2)C[C@@H]2CC[C@H]1N2C(=O)NCCCOC(C)C	6	6	9	5	-14	11	2	13
COC(=O)C1=C(c2ccc(OCc3ccccc3)cc2)C[C@@H]2CC[C@H]1N2C(=O)NCCN1CCOCC1	-7	-3	41	6	1	-17	-12	4

Single records, as listed above. Values in the order: CXCR6 inh	EBI2 antag	Gli-Sufu block	APJ antag	UBC13 polyUb	697 NFkB inh	Jurkat NFkB inh	CCR6 antagonist
Record of COC(=O)C1=C(c2ccc(OCc3ccccc3)cc2)C[C@@H]2CC[C@H]1N2C(=O)NCCN1CCOCC1 = -7	-3	41	6	1	-17	-12	4
Record of COC(=O)C1=C(c2ccc3ccccc3c2)C[C@@H]2CC[C@H]1N2C(=O)NCCCOC(C)C = 6	6	9	5	-14	11	2	13

Not all compounds are listed (hit frequency here may not be typical).
